# Screening results deposited in PubChem BioAssay by National Center for Advancing Translational Sciences (NCATS).
# D2 ag: HTS Assay for Allosteric Agonists of the Human D2 Dopamine Receptor: Primary Screen for Agonists; HEK293 T-REx D2 cells, calcium flux agonist mode; activation, % at 2 µM; 340,000 tested, 0.53% active;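 active = activation over 3 SD above normal in the single-dose calcium agonist read, cut at about 30% in these data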; also: 0% is about no effect
#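 HEK293 Trex D2 cells, tetracycline-induced, o/n 30 C 5% CO2; no-wash Ca dye, RT 30–90 min; 10-cycle baseline, 23 nl cpd added, kinetic Ca read 180 s; agonist hits = positive Ca response.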
# D1 agonist: Allosteric Agonists of the Human D1 Dopamine Receptor: qHTS. D(1A) dopamine receptor (Homo sapiens), P21728. HEK293 T-REx D1 cells, calcium flux, agonist mode. activation, % at 2 µM. 360,000 tested, 1% active; also: 0% is about no effect
# Target sequence (P21728 whole entry, looked up): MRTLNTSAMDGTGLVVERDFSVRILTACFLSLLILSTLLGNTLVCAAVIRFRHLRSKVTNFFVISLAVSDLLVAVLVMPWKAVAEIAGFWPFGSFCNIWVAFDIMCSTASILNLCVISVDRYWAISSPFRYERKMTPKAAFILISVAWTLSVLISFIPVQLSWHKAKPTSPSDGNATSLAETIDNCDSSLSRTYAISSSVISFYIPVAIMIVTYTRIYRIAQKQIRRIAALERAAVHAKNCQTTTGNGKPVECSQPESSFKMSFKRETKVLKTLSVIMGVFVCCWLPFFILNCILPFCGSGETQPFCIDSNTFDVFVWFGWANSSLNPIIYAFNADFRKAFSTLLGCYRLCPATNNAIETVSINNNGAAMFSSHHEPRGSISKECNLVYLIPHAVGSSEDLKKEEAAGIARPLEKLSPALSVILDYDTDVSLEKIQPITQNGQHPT
#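 Tetracycline-induced HEK293 TREx D1 cells, force-coupled to calcium signalling, were dye-loaded with a no-wash calcium kit. Compound was pin-added after a 10 s baseline. Fluorescence was read kinetically at 1 cycle/s for 180 s, with calcium rises flagged as agonism.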
# TRHR ag: qHTS for Small Molecule Agonists and Allosteric Enhancers of Human TRH Receptor: Primary Screen for Agonists. Thyrotropin-releasing hormone receptor (Homo sapiens), P34981. TRHR cells, calcium flux fluo-8, FDSS agonist mode. activation, % at 2 µM. 360,000 tested, 0.18% active. AID 493084, 2011; also: 0% is about no effect
# Target sequence (P34981 whole entry, looked up): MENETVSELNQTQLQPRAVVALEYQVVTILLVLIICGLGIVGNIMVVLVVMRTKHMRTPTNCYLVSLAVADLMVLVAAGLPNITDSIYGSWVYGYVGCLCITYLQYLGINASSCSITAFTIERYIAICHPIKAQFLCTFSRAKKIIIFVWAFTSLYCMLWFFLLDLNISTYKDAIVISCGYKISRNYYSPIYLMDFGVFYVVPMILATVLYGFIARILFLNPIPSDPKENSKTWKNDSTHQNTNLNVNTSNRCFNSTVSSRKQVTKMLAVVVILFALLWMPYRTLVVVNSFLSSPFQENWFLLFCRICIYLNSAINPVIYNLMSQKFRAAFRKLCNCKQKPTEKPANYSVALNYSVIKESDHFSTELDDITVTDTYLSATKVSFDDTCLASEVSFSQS
#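 TRHR-expressing cells, plated overnight in medium with 10% serum, were loaded with fluo-8 calcium dye at room temperature. After a 10 s baseline, library compound was pin-added and calcium release was recorded kinetically (ex 480/em 530) as agonist response.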
# D2 antag: HTS Assay for Allosteric Antagonists of the Human D2 Dopamine Receptor: Primary Screen for Antagonists. HEK293 TREx D2 cells, calcium flux, dopamine EC80. inhibition, % at 10 µM. 340,000 tested, 2% active. AID 485344, 2010; in the data active = inhibition above about 30%; also: 0% is about no effect
#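 Inhibition of EC80 dopamine-driven calcium flux, recorded kinetically, defines activity here; cells are a tetracycline-induced HEK293 T-REx line expressing force-coupled D2.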
# D1 potentiator: Potentiators of Human D1 Dopamine Receptor: qHTS; D(1A) dopamine receptor (Homo sapiens), P21728; HEK293 TREx D1 cells, calcium flux, dopamine EC20 potentiation; potentiation, % at 10 µM; 360,000 tested, 0.036% active; AID 504651, 2011; in the data active = potentiation above about 30%; also: 0% is about no effect
# RXFP1 antag: qHTS Assay for Antagonists of the Relaxin Receptor RXFP1; AID 1259400, 2018; activity change, negative = inhibition, % at 57.5 µM; HEK293-RXFP1, relaxin-stimulated cAMP HTRF, 30 min; stronger effect = lower value; 350,000 tested, 0.59% active;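 active = activity change of -60% or lower, but not beyond a set lower limit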; also: % is scaled to controls: 0 for no effect and ±100 for the full control effect
# D1 antagonist: Antagonist of Human D 1 Dopamine Receptor: qHTS. D(1A) dopamine receptor (Homo sapiens), P21728. HEK293 TREx D1 cells, calcium flux, dopamine EC80; stronger effect = lower value. activity change, negative = inhibition, % at 10 µM. 360,000 tested, 3.2% active; in the data active = activity change below about -30%; also: % is scaled to controls: 0 for no effect and ±100 for the full control effect
#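 Antagonism measured as reduced calcium response to an EC80 dopamine addition following 180 s compound pre-read; cells were inducible HEK293 Trex D1 plated overnight at 30 C, read kinetically at 1 cycle/sec.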
# TRHR PAM: qHTS for Small Molecule Agonists and Allosteric Enhancers of Human TRH Receptor: Primary Screen for Enhancers. 360,000 tested, 0.66% active. enhancement, % at 2 µM. TRHR cells, fluo-8 calcium fluorescence, EC20 TRH enhancement. Thyrotropin-releasing hormone receptor (Homo sapiens), P34981; in the data active = enhancement above about 30%; also: 0% is about no effect
#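 Enhancer read-out: after compound pinning and an initial kinetic agonist-mode read, an EC20 of TRH (10 nM final) was injected and fluo-8 calcium signal (Ex 480/Em 530) followed at 1 s/cycle for 100 cycles in TRHR-expressing cells.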
# D2 potentiator: HTS Assay for Positive Allosteric Modulators of the Human D2 Dopamine Receptor: Primary Screen for Potentiators. D(2) dopamine receptor (Homo sapiens), P14416. HEK293 T-REx D2, calcium flux, EC20 dopamine potentiation. 340,000 tested, 0.34% active. potentiation, % at 10 µM;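 active = potentiation over 3 SD above the plate norm, cut at about 30% in these data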; also: 0% is about no effect
#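 Potentiation of an EC20 dopamine calcium response is measured in a force-coupled, tetracycline-inducible Hek293 Trex D2 line. Compound-only kinetic reads over 180 s flag agonists before dopamine addition.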
# The depositor's hits bear a star; . = not tested or not shown. Rule as the data show it, unless noted: active = activation above about 30%; inactive = the rest. No enrichment for hits (roughly 7.1% active in at least one column).
SMILES,D2 ag,D1 agonist,TRHR ag,D2 antag,D1 potentiator,RXFP1 antag,D1 antagonist,TRHR PAM,D2 potentiator
Cc1ccc(N2CC(C(=O)Nc3nnc(SCC(=O)Nc4nc(C)cs4)s3)CC2=O)cc1 (stereo not drawn),-0.5,1.3,0.1,-7.9,0.1,7.7,-7.4,-0.9,5.0
O=C(/C(=C/c1ccccc1)c1ccccc1)N1CCCCC1,-0.1,-2.1,-0.2,5.7,3.7,-6.9,3.1,2.8,11.5
CCS(=O)(=O)N1CCN(S(=O)(=O)c2ccc(F)cc2)CC1,-0.1,2.1,-0.3,-22.2,-5.3,-9.8,-2.3,-0.9,2.6
CCOc1ccc(N2C(=O)c3cccnc3C2=O)cc1,0.9,0.4,-0.2,23.6,-5.8,1.0,1.7,-7.3,4.0
CC1Sc2ccc(S(=O)(=O)NCCc3ccc(S(N)(=O)=O)cc3)cc2NC1=O (stereo not drawn),-1.3,3.9,0.6,-8.2,4.1,20.6,8.1,10.7,11.3
CCS(=O)(=O)N1CC(=O)N(c2ccccc2C)C(C)(C(=O)NC2CCCCC2)C1 (stereo not drawn),-0.1,-1.8,0.6,.,6.5,-9.7,-5.2,0.2,-6.7
N=c1sccn1CC(=O)Nc1ccc2c(c1)CCC2,-0.3,2.4,0.1,12.9,-0.7,-13.4,4.2,-4.7,-9.8
COc1ccc(-n2c(CN3CCN(c4ccccn4)CC3)nc3ccc([N+](=O)[O-])cc3c2=O)c(OC)c1,35.9*,0.5,0.0,6.3,0.8,-1.6,-14.1,27.2,-6.4
O=C(O)c1cccc(-c2ccc(/C=C3/SC(=Nc4ccccc4)N(Cc4cccnc4)C3=O)o2)c1,0.5,4.8,1.8,-2.5,4.9,-11.9,-0.1,-7.5,-1.1
CN(C)CCCOC(=O)c1ccc(Cl)cc1,-0.5,4.4,1.3,-3.3,-2.9,-6.7,4.0,-5.5,-15.4
COc1ccccc1NC(=O)NN1CCCCC1,-0.6,3.3,-0.7,-12.8,9.3,-12.1,6.8,-0.7,-0.9
COc1ccc(NC(=O)CN2CCN(C3CCCCC3)C(=O)C2=O)cc1,1.3,-1.6,-0.7,.,0.7,.,6.2,4.6,-2.8

# Seven of these compounds, set out differently:
structure | D2 ag | D1 agonist | TRHR ag | D2 antag | D1 potentiator | RXFP1 antag | D1 antagonist | TRHR PAM | D2 potentiator
CC1Sc2ccc(S(=O)(=O)NCCc3ccc(S(N)(=O)=O)cc3)cc2NC1=O (stereo not drawn) | -1.3 | 3.9 | 0.6 | -8.2 | 4.1 | 20.6 | 8.1 | 10.7 | 11.3
COc1ccc(-n2c(CN3CCN(c4ccccn4)CC3)nc3ccc([N+](=O)[O-])cc3c2=O)c(OC)c1 | 35.9* | 0.5 | 0.0 | 6.3 | 0.8 | -1.6 | -14.1 | 27.2 | -6.4
O=C(/C(=C/c1ccccc1)c1ccccc1)N1CCCCC1 | -0.1 | -2.1 | -0.2 | 5.7 | 3.7 | -6.9 | 3.1 | 2.8 | 11.5
COc1ccccc1NC(=O)NN1CCCCC1 | -0.6 | 3.3 | -0.7 | -12.8 | 9.3 | -12.1 | 6.8 | -0.7 | -0.9
N=c1sccn1CC(=O)Nc1ccc2c(c1)CCC2 | -0.3 | 2.4 | 0.1 | 12.9 | -0.7 | -13.4 | 4.2 | -4.7 | -9.8
CN(C)CCCOC(=O)c1ccc(Cl)cc1 | -0.5 | 4.4 | 1.3 | -3.3 | -2.9 | -6.7 | 4.0 | -5.5 | -15.4
CCS(=O)(=O)N1CCN(S(=O)(=O)c2ccc(F)cc2)CC1 | -0.1 | 2.1 | -0.3 | -22.2 | -5.3 | -9.8 | -2.3 | -0.9 | 2.6

# Next section:
SMILES,D2 ag,D1 agonist,TRHR ag,D2 antag,D1 potentiator,RXFP1 antag,D1 antagonist,TRHR PAM,D2 potentiator
Cc1ccc(C2(CCNCc3ccco3)CCOC(C(C)C)C2)cc1 (stereo not drawn),0.6,3.2,0.7,13.0,4.4,10.3,34.1,8.6,5.2
Nc1ccc(C(=O)N2CCCC2)cc1,1.0,-0.2,0.3,-0.3,-11.2,-8.6,-3.2,-2.7,0.7
COc1cc(C2C3=C(CC(C)(C)CC3=O)NC3=C2C(=O)c2ccccc23)ccc1O (stereo not drawn),.,-0.6,-0.8,.,-10.0,-6.6,-17.7,-6.6,0.5
COc1ccc(C2CC(c3ccc(C)cc3)=NN2C(=O)c2ccccc2)cc1 (stereo not drawn),0.6,11.9,-0.5,-3.1,-3.6,-6.2,-0.3,-2.4,7.6
O=C(Nc1ccc(Br)cc1F)c1cc2nc(-c3ccco3)cc(C(F)(F)Cl)n2n1,-0.1,-0.6,0.2,.,-3.1,.,-4.6,0.9,3.4
OC(COc1ccccc1)CN1CCCCCC1 (stereo not drawn),0.1,-0.8,0.8,-0.8,-2.1,-12.7,15.8,42.2*,9.7
N#Cc1cccc(NC(=O)C2CCN(S(=O)(=O)c3ccc4[nH]c(=O)ccc4c3)CC2)c1,0.9,0.6,0.2,.,-3.1,.,2.4,3.9,-13.6
COc1ccc2cc(/C=N/NC(=O)c3ccc(CN(c4cccc(Cl)c4Cl)S(C)(=O)=O)cc3)c(Cl)nc2c1,-1.2,3.2,0.4,14.9,-11.1,.,21.9,-6.9,20.6
CCOC(=O)c1cnc(-c2ccccc2)nc1Oc1ccccc1,-0.1,0.5,0.1,9.1,1.9,-13.3,4.9,15.5,0.0
CS(=O)(=O)c1ccc2nc(NC(=O)c3ccc(=O)[nH]c3)sc2c1,0.4,1.6,-0.5,12.0,-0.3,0.2,-5.7,3.0,-1.6
O=C(NC1=NC2CCCCC2N1)c1ccccc1 (stereo not drawn),.,5.8,-0.1,.,-6.3,5.3,-23.0,-1.7,.
CC(C)(C)n1nnnc1C(c1ccc(C#N)cc1)N1CCCC2(CCCCC2)C1 (stereo not drawn),-1.0,-0.5,0.2,1.6,-1.1,15.5,16.8,-0.7,4.5
Clc1ccccc1-c1nc(/C=N/N2CCOCC2)c2ccccn12,3.6,1.3,1.3,5.2,-0.6,-9.2,6.8,10.7,0.1
COC(CSc1nc(N)c2c3c(sc2n1)CN(C)CC3)OC,-2.2,6.9,-2.1,5.4,-1.8,11.0,-12.0,13.7,11.8
COc1cc(NC(=O)C2CCN(S(=O)(=O)c3cccnc3)CC2)cc(OC)c1OC,-0.1,0.3,0.3,5.9,-0.9,-0.3,-2.9,9.2,2.3
CCOC(=O)N1CCN(c2c(-c3ccc(C)cc3)c(=O)c2=O)CC1,0.6,-0.2,-0.4,-11.5,-3.1,1.3,-5.6,-1.9,10.6
O=C(NCCc1ccccc1)C1(S(=O)(=O)c2ccc(Cl)cc2)CC1,-1.5,4.2,-0.1,9.1,2.8,-7.2,-10.9,1.7,8.0
Cc1nn(-c2ccccc2)c2nc(-c3ccncc3)cc(C(=O)NCc3ccco3)c12,0.0,1.2,0.1,-13.3,-3.9,-7.6,-16.1,4.1,8.7
CCS(=O)(=O)N1CC(=O)N(c2cccc(C)c2C)C(C)(C(=O)NC2CCCCCC2)C1 (stereo not drawn),0.5,-1.0,-0.4,.,1.1,-9.0,3.7,-14.1,-16.1
O=C(OC1CCOC1=O)C1CCN(S(=O)(=O)c2c(Cl)cccc2Cl)CC1 (stereo not drawn),-0.9,1.9,0.6,3.6,-0.5,4.6,-8.1,-0.1,1.1
CCN1C2=NCCCN2c2cc(C)c(C)cc21,-0.9,2.6,-0.1,-4.3,1.0,-4.3,2.6,7.1,6.7
O=C(Nc1cccnc1)c1coc(=O)c2ccccc12,-0.6,3.5,-0.2,-1.1,3.2,2.9,-3.3,-3.3,13.8
CN(Cc1cnccn1)Cc1nc(Cc2cccc(F)c2)no1,-0.7,0.2,-0.8,-1.2,-1.4,13.9,0.5,16.0,4.0
COc1ccc(C2C(C(N)=O)=C(C)Nc3nc(SCc4ccccc4Cl)nn32)cc1OC (stereo not drawn),-0.4,1.1,0.4,.,0.3,.,14.6,1.4,4.6
COC(=O)CN1C2=NCCCN2c2ccccc21,-0.3,2.0,-0.2,13.1,-2.8,0.6,-2.7,6.4,17.1
CC(CC(=O)NCc1ccc(F)cc1)c1ccccc1 (stereo not drawn),-0.9,1.0,-0.5,-3.3,-8.2,2.8,3.2,5.4,-9.3
CNc1c(-n2cc(C(=O)OC)c(C(=O)OC)c2C(=O)OC)c(=O)n(C)c(=O)n1C,-0.2,1.5,2.2,-0.1,-6.6,2.8,9.9,-2.3,10.0
CC(=O)/C(C#N)=C1\NC(=O)C(Cc2ccc(C)c(C)c2)S1 (stereo not drawn),3.2,6.9,4.6,-5.3,0.7,5.0,-28.6,1.2,12.2
Cc1ccc(C(=O)NC(Cc2c[nH]c3ccccc23)C(=O)O)cc1 (stereo not drawn),.,0.1,0.1,.,-4.2,-10.0,-0.4,-3.6,.
COC(=O)c1cccc(NC(=O)CSc2nnc(COc3ccccc3)n2C)c1,1.0,2.2,-2.5,-5.3,-0.3,-12.8,-5.7,4.4,-8.4
O=C(NCCN1CCCC1)C1CCC(=O)N(CCCN2CCOCC2)C1 (stereo not drawn),0.2,1.8,-0.1,-12.5,-5.0,-0.9,-4.3,6.1,0.4
CCc1cccc2c(C(=O)COC(=O)c3cnc(C)cn3)c[nH]c12,.,2.8,0.9,.,-1.6,-2.0,-7.0,4.4,-5.0
CCN(C(=O)COC(=O)c1cc(-c2ccccc2)nn1-c1ccccc1)C1CCS(=O)(=O)C1 (stereo not drawn),0.6,0.0,0.3,-23.6,7.5,-24.9,2.6,27.6,2.5
COc1ccc(CSc2nncn2N)cc1[N+](=O)[O-],-0.7,4.0,-0.5,-3.4,2.8,-5.4,0.5,7.8,-0.3
COC(=O)C1C(O)=C(C(C)=Nc2cccc3ccccc23)C(=O)CC1(C)C (stereo not drawn),-0.2,0.1,-0.3,6.1,-6.7,4.8,-3.6,-3.5,3.1
COCCNC(=O)/C(C#N)=C/C=C/c1ccccc1,.,-1.1,0.3,.,-0.6,12.8,-3.3,-0.7,-10.0
O=C1c2ccccc2C(=O)N1Cc1ccc2c(c1)OCO2,-0.2,8.3,-0.1,-5.3,-2.2,2.7,6.4,-3.3,-2.1
COc1ccc(C(=O)NCC(=O)OCc2csc(-c3ccccc3)n2)cc1,-0.8,0.7,-0.8,-0.8,-0.6,1.6,8.6,-5.0,-18.8
O=C(O)CCCn1c(=O)c2cccn2c2ccc(F)cc21,1.3,1.0,0.2,0.1,-3.9,-4.2,3.4,-6.3,-10.8
Cc1cccc(Nc2nc(N)nc(CN3CCC(C(N)=O)CC3)n2)c1C,0.0,0.7,1.3,-1.3,-1.8,-14.1,-10.9,4.8,-0.1
